High-throughput results (PubChem BioAssay)
CHT inh = inhibits the human high affinity choline transporter; Q9GZV3; CHT-expressing cells, membrane potential dye, choline response; active compounds read low; B-score at 10 µM; 310,000 tested, 0.86% active;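 active = B-score over 3 SD under the library average, and starting fluorescence ratio not unusually high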;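 also: choline stimulus applied at its EC90 after an EC20 pre-addition; B-score computed on integrated fluorescence ratio after choline addition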
Target sequence (Q9GZV3 whole entry, looked up): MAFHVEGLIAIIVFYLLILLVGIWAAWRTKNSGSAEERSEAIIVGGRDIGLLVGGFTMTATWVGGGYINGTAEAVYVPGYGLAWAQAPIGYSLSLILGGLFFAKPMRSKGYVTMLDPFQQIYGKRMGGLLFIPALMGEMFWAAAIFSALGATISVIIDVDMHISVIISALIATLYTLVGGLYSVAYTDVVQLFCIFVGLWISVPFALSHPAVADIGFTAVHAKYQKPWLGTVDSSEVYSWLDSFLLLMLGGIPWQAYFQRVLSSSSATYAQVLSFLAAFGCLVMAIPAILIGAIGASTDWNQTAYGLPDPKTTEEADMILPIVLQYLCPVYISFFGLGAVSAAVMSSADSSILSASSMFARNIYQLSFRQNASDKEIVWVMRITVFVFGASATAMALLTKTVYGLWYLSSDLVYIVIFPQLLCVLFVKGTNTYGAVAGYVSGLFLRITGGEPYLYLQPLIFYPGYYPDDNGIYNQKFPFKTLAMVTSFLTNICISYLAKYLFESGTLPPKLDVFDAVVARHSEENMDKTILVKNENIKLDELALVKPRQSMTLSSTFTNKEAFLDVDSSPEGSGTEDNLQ
Kir21 block = inhibitors of mouse Kir2.1 inward-rectifier potassium channel. P35561. HEK293-Kir2.1, FluxOR thallium flux fluorescence; active compounds read low. B-score at 10 µM. 310,000 tested, 0.85% active;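 active = fluorescence ratio B-score at or below minus 3 SD of library scores, with starting-brightness B-score within 2 SD, cut at about -4.2 in these data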;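 also: channel flux triggered by added potassium and thallium sulfate stimulus; B-score of peak minus minimum fluorescence over baseline after thallium stimulus; more negative B-score means stronger Kir2.1 block with less thallium influx; some compounds called inactive have numbers as strong as hits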
Target sequence (P35561 whole entry, looked up): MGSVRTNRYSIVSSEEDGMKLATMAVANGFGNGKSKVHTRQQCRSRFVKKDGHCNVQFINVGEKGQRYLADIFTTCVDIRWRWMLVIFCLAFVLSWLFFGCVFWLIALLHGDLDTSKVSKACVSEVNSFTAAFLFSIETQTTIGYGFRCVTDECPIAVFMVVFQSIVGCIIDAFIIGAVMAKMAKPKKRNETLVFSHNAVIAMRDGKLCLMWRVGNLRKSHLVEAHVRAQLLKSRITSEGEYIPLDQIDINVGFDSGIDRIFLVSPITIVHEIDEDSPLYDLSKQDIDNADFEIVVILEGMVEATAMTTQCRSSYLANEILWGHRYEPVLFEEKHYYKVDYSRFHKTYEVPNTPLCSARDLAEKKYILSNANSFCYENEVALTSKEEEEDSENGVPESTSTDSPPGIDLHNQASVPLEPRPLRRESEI
Numbers without * were called inactive; i = inactive; · = not tested or not shown.

The line under a structure holds: CHT inh | Kir21 block
1: CCC1=C(OC(=O)N(CC)CC)N2C(=O)OC(=NCCOC)[C@]2(Cc2ccccc2)[C@H]2C1=CC[C@H]1C(=O)N(CC(=O)OC)C(=O)[C@H]12
    i | 1.7
2: CC(C)[C@H](NC(=O)[C@@H]1CSC2c3ccccc3C(=O)N21)C(=O)N1CCCCC1 (stereo not given in full)
    i | -0.55
3: CCNC(=O)NC(=O)CSc1ccc(NC(C)=O)cc1
    i | -0.4
4: Cc1cc(C)nc(Nc2n[nH]c(-c3ccc(N)cc3)n2)n1
    i | 2.1
5: CCN(CC)S(=O)(=O)c1ccc(N2CCOCC2)c(NC(=O)CN2C(=O)NC(C)(c3ccccc3)C2=O)c1 (stereo not given)
    i | 1.2
6: CC1=NN(c2ccc(C)cc2C)C(=O)C1C(c1ccccc1O)C1C(=O)N(c2ccc(C)cc2C)N=C1C (stereo not given)
    i | -0.01
7: Cc1cccc(OCCCSc2nc3ccc(C)cc3[nH]2)c1
    i | -1.2
8: CC1CN(S(=O)(=O)c2cccc(C(=O)OC(C)C(=O)NC3CCCCC3C)c2)CC(C)O1 (stereo not given)
    i | -1.3
9: O=C(CNS(=O)(=O)c1cccs1)NCc1ccccc1
    i | 1.5
10: Cc1ccc(NCc2nnc(SCC(=O)Nc3nnc(C)s3)n2C)cc1
    i | -0.48
11: Cc1cc(C)c(C)c(OCCn2ccnc2)c1
    i | -1.4
12: COCCCN1CC23C=CC(O2)C(C(=O)OC)C3C1=O (stereo not given)
    i | -1.7
13: Cc1cc(NC(=O)c2c(F)c(F)c(F)c(F)c2F)no1
    i | -1
14: Cc1nnc(SCc2cccc([N+](=O)[O-])c2)s1
    i | 0.17
15: CSc1cccc(NC(=O)N2CCCC(CNS(=O)(=O)Cc3ccccc3)C2)c1 (stereo not given)
    i | -0.65
16: O=C(Nc1ccccc1)C1=C[C@@H](C2CC2)C[C@@H](OCCCCO)O1
    i | 0.52
17: CCC(C)[C@H](NC(=O)N1CC(=O)Nc2ccccc21)C(=O)N1CCC(C(=O)O)CC1 (stereo not given in full)
    i | 0.11
18: Cc1cccc(NC(=O)CCCC(=O)OC(C)C(=O)c2ccccc2)c1 (stereo not given)
    i | -0.73
19: Cn1c(=O)n(Cc2ccccc2Br)c2ccccc21
    i | 1.1
20: CCCCCSc1nnc2c(n1)OC(C)N(C(C)=O)c1ccccc1-2 (stereo not given)
    i | -0.33
21: Cc1cc(NC(=O)C2CC(=O)N(c3ccccc3)C2)no1 (stereo not given)
    i | 0.88
22: COC(=O)C1=C(C)NC(=S)NC1c1ccc(OC(=O)c2ccco2)cc1 (stereo not given)
    i | -4
23: O=c1[nH]c(COc2ccc(Br)cc2Cl)nc2ccccc12
    i | 0.16
24: CC(=O)c1cnc(Nc2cccc(Cl)c2Cl)s1
    i | 1.5
25: Cc1ccc(S(=O)(=O)N(CC(=O)NCc2ccco2)c2ccccc2C)cc1
    i | -0.05
26: CC(C)NC(=O)C1CCN(Cc2cccc(Oc3ccccc3)c2)CC1
    i | -0.63
27: CCn1c(SCC(=O)NCc2ccccc2)nnc1-c1c[nH]c2ccccc12
    i | 1.2
28: Cc1cccc(NC(=O)COc2ccc(Br)cc2/C=N/O)c1
    i | 0.94
29: Cn1ncc2c(N3CCN(c4ccc(Cl)c(Cl)c4)CC3)ncnc21
    i | 0.15
30: O=C(O)c1cc(-c2ccccc2)n(-c2ccccc2C(=O)O)n1
    i | 1.3
31: CCC(C)c1ccc(O)c(NC(=O)c2cncc(Br)c2)c1 (stereo not given)
    i | 1.3
32: CCOc1cc(CNc2ccccc2SC)ccc1O
    i | -1
33: CCn1c(N)c(C(=O)NC2CCCCC2)sc1=S
    i | 1.4
34: Cc1ccc(C2=NN(C(=S)Nc3ccccc3)C(c3ccco3)C2)cc1 (stereo not given)
    i | -2
35: O=C(Nc1ccc(CN2CCOCC2)cc1)c1cc(Cl)ccc1Cl
    i | 0.08
36: O=C(CCN1C(=O)C2C3C=CC(C3)C2C1=O)Nc1ccccc1 (stereo not given)
    i | -0.18
37: Cc1ccc(/C=C/c2nnc(-c3ccc(C)cc3)o2)cc1
    i | -1.2
38: COc1ccccc1CN1C(=O)c2ccncc2C1=O
    i | -0.5
39: Cc1c(C(=O)NCCC2=CCCCC2)oc2ccc(S(=O)(=O)N3CCC4(CC3)OCCO4)cc12
    i | -1.5
40: Cc1nn(Cc2c(F)c(F)c(F)c(F)c2F)c(C)c1NC(=O)c1nn(C)cc1[N+](=O)[O-]
    i | -0.77
41: COC(=O)[C@H](Cc1ccccc1)NC(=O)NCCc1ccc(F)cc1
    i | -0.01
42: COc1ccc(/C=N/Nc2nnc(Cc3ccc(OC)c(OC)c3)c(=O)[nH]2)cc1
    i | 2.2
43: CCC(C)NC(=O)COc1ccc(Br)c(C)c1 (stereo not given)
    i | 0.02
44: CCN1C(=O)/C(=C\c2ccco2)C(C(=O)OC)=C1C
    i | -0.32
45: CC1=NN(c2ccc(C)c(C)c2)C(=O)/C1=C\C=C\c1ccc([N+](=O)[O-])o1
    i | -1.2
46: COc1cccc(Oc2coc3cc(OC(=O)N4CCOCC4)ccc3c2=O)c1
    i | -1.5
47: Cc1ccc(C(=O)CN2C(=O)NC3(CCCCCC3)C2=O)c(C)c1
    i | -1.7
48: CCn1c(-c2cccnc2Cl)nc2cc(Cl)c(Cl)cc21
    i | -0.96
49: NC(CO)C(O)c1ccc([N+](=O)[O-])cc1 (stereo not given)
    i | -0.59
50: O=C(Nc1cccc2ccccc12)OCc1cncs1
    i | 0.68
51: Cc1onc(-c2ccccc2)c1CNS(=O)(=O)c1ccccc1
    i | -2.8
52: CCOC(=O)c1nn(-c2ccc(F)cc2)c(=O)cc1OCC(=O)Nc1cccc(C)c1
    i | 0.6
53: CCOc1ccc(C(C)NC(=S)NCc2ccc(F)cc2)cc1 (stereo not given)
    i | 1.6
54: COc1ccccc1NC(=O)c1ccccc1S(=O)(=O)c1ccccc1[N+](=O)[O-]
    i | -1
55: CC1CCc2c(sc(NC(=O)CN3CCN(C(=O)c4ccco4)CC3)c2C#N)C1 (stereo not given)
    i | 0.38
56: CC1CCCC(NC(=O)COC(=O)CCc2ccccc2)C1C (stereo not given)
    i | -1.3
57: O=C(CNC(=O)N1CC(=O)Nc2ccccc21)Nc1cc(Cl)ccc1Cl
    i | 1.9
58: O=C(Nc1cccc(C(F)(F)F)c1)c1cc(Br)cc2c1OCC2
    i | 0.03
59: CC(=O)c1ccc(NC(=O)C2=CC(c3cccs3)=NS(=O)(=O)N2C)cc1
    i | 0.7
60: Nc1cccc(-c2cn3cc(C(F)(F)F)cc(Cl)c3n2)c1
    i | -0.19

New compounds follow:
The line under a structure holds: CHT inh | Kir21 block
61: Cc1ccc(C)c(NC(=O)CSc2nnc(CNC(=O)c3cccs3)o2)c1
    i | -0.92
62: CC(=O)NS(=O)(=O)c1ccc(NC(=S)NC(=O)c2ccco2)cc1
    i | -0.73
63: CS(=O)(=O)Nc1cccc(C2=NN(S(=O)(=O)c3ccccc3)C(c3cccs3)C2)c1 (stereo not given)
    i | -0.75
64: O=C(O)C[C@H](O)C[C@H](O)/C=C/c1c(C2CC2)nc2ccccc2c1-c1ccc(F)cc1
    · | -0.71
65: CCOc1cc(C(=O)N/N=C\c2cn(CC)nc2C)cc(OCC)c1OCC
    i | 1.5
66: O=C(CN1CCC(NC(=O)C2CC2)CC1)Nc1ccccc1[N+](=O)[O-]
    i | -0.1
67: COc1ccc(Oc2ccc(/C=C/C(=O)c3ccc(O)cc3)cc2[N+](=O)[O-])cc1
    i | -0.38
68: O=C(CN1CCOCC1)Nc1scc(-c2ccccc2)c1C(=O)N1CCOCC1
    i | -0.82
69: Cc1cc(NC(=O)C(C)C)ncc1NC(=O)c1cccc(F)c1
    i | -0.39
70: CC(=O)Oc1ccc(C(=O)O)c(OC(C)=O)c1
    i | -0.59
71: CC(=O)Nc1ccc(S(=O)(=O)N2CCN(CCCOc3cc(C)ccc3C)CC2)cc1
    i | -3.6
72: Cc1ccc(Nc2c(-c3ccccn3)nc3cccc(C)n23)cc1
    i | -0.03
73: Cc1c(N(C)S(=O)(=O)c2cc(C(=O)Nc3ccccn3)ccc2Cl)c(=O)n(-c2ccccc2)n1C
    i | -0.89
74: O=C(Nc1ccc(Nc2ccncc2)cc1)c1ccc(Nc2ccnc3ccc([N+](=O)[O-])cc23)cc1[N+](=O)[O-]
    i | 3.1
75: O=C(O)C1SCCN1S(=O)(=O)c1ccc(N=NN2CCOCC2)cc1 (stereo not given)
    i | 2.4
76: FC(F)(F)c1ccc(/C=N/N2CCN(Cc3ccccc3)CC2)cc1
    i | 1.5
77: COCCCC1CCN(Cc2nc(Cc3ccccc3Cl)no2)CC1
    i | 0.03
78: COCCCNC(=O)c1cn(Cc2c(F)cccc2Cl)nn1
    i | -0.01
79: O=c1c2[nH]c3ccccc3c2ncn1CCC1=CCCCC1
    i | -1
80: Cc1c(CC(=O)N2CCC(C(N)=O)CC2)c(=O)oc2cc3c(cc12)CCC1(CCCCC1)O3
    i | 2.6
81: COc1ccc(OCCCC(=O)Nc2ncn[nH]2)cc1
    i | 0.25
82: CCOc1ccc(NC(=O)CCC(=O)NNC(=O)c2ccc(Br)o2)cc1
    i | 0.88
83: CC1CCN(C(=O)c2[nH]cnc2C(=O)NCC(=O)OCc2ccccc2)CC1
    i | 0.01
84: Cc1cccc(NC(=O)C(Cc2ccccc2)c2nn[nH]n2)c1C (stereo not given)
    i | -0.21
85: COc1ccc(F)cc1CN1CCN(C(=O)CCC(=O)Nc2nnc(C3CCCCC3)s2)CC1
    i | -0.4
86: O=c1[nH][nH]c(C(F)(F)F)c1C=NCc1ccc(Cl)cc1
    i | -0.7
87: CS(=O)(=O)N(CC(=O)N1CCCC1)Cc1ccc(Cl)c(Cl)c1
    i | 1.9
88: Cc1coc2cc3oc(=O)c(CCC(=O)NCCCn4ccnc4)c(C)c3cc12
    i | -0.78
89: Cc1cc(C)cc(NC(=O)Nc2ccc3ccccc3n2)c1
    i | -3
90: COc1cccc(CN2CC(C(=O)N(C)Cc3nc(C)cs3)CCC2=O)c1 (stereo not given)
    · | -0.35
91: O=C(Nc1ccc(Cl)c(S(=O)(=O)N2CCOCC2)c1)c1ccc(OCC2CCCO2)cc1 (stereo not given)
    i | -0.51
92: N=c1oc2ccc3ccccc3c2cc1C(N)=S
    i | -0.44
93: O=C(c1cc([N+](=O)[O-])ccc1N1CCCC1)N1CCCC1
    i | -0.48
94: C=CC1=C2C=C(C3CC3)N(CCCN(CC)CC)C=C2C(=O)C(C)(OC(=O)c2ccco2)C1=O (stereo not given)
    i | -0.83
95: Cc1cc(OCC(=O)Nc2ccc(F)c(F)c2)nc(C(C)C)n1
    i | 0.26
96: Cc1cc(C)c(NC(=O)c2ccc3c(c2)C(=O)N(Cc2cccnc2)C3=O)c(C)c1
    i | 0.78
97: Cn1c(=O)n(CC(N)=O)c(=O)c2c1nc(Br)n2Cc1ccccc1
    i | -0.65
98: NC(=O)c1cc([N+](=O)[O-])cc2c1C=Cc1ccccc1O2
    i | -1.5
99: O=C(Nc1ccccc1Cl)c1cc[n+]([O-])cc1
    i | 0.42
100: Cc1cc(=O)[nH]c(Sc2c(-c3ccccc3)c3ccccc3[nH]c2=O)n1
    i | -1.8

Grouped by structure, those above with a thiophene ring, fused or not.
The line under a structure holds: CHT inh | Kir21 block
9: O=C(CNS(=O)(=O)c1cccs1)NCc1ccccc1
    i | 1.5
55: CC1CCc2c(sc(NC(=O)CN3CCN(C(=O)c4ccco4)CC3)c2C#N)C1 (stereo not given)
    i | 0.38
59: CC(=O)c1ccc(NC(=O)C2=CC(c3cccs3)=NS(=O)(=O)N2C)cc1
    i | 0.7
61: Cc1ccc(C)c(NC(=O)CSc2nnc(CNC(=O)c3cccs3)o2)c1
    i | -0.92
63: CS(=O)(=O)Nc1cccc(C2=NN(S(=O)(=O)c3ccccc3)C(c3cccs3)C2)c1 (stereo not given)
    i | -0.75
68: O=C(CN1CCOCC1)Nc1scc(-c2ccccc2)c1C(=O)N1CCOCC1
    i | -0.82

(listing goes on)
The line under a structure holds: CHT inh | Kir21 block
101: CCOC(=O)c1cc(C#N)c(SCC(N)=O)[nH]c1=O
    i | -1.2
102: CN(c1ccc(C(=O)Nc2ccccc2C(F)(F)F)cc1)S(C)(=O)=O
    i | -0.81
103: O=C(COC(=O)c1cc2c(s1)CCCCC2)NC1CCS(=O)(=O)C1 (stereo not given)
    i | 1.4
104: CC12CC3(C)CC(C)(C1)CC(NC(=O)N1CCCC1)(C2)C3
    i | 1.2
105: Cn1c(=O)[nH]c(=O)c2c1nc1n2CC(O)CN1c1ccccc1 (stereo not given)
    i | -2.9
106: Cc1ccc(-c2nn(CCC(=O)NC(C)C)c(=O)c3ccccc23)cc1
    i | -1.8
107: COc1ccccc1CNC(=O)[C@@H]1CCCN1C(=O)[C@@H]1Cc2ccccc2CN1C(=O)OC(C)(C)C
    i | 1.6
108: COCCNC(=O)COc1coc(CN2CCN(Cc3ccccc3)CC2)cc1=O
    i | -0.22
109: COc1ccc(N2CC(C(=O)Nc3nccs3)CC2=O)cc1 (stereo not given)
    i | 1
110: CCOCCN(C(=O)COC)c1cccc(OC)c1
    i | 1.3
111: COC(=O)/C=c1/sc2nc3ccccc3n2c1=O
    i | -0.35
112: Cc1cc(C)c(-c2cc(NC(=O)COC(=O)c3ccc(CO)cc3)n(-c3ccccc3)n2)cc1C
    i | 0.28
113: CC1CCN(C(=O)COC(=O)C2CCN(S(=O)(=O)c3ccc4c(c3)OCCO4)CC2)CC1
    i | -0.53
114: COc1ccc(C2C(C#N)=C(N)Oc3c2sc2nc(C)cc(C)c32)cc1 (stereo not given)
    i | -1.7
115: CCCN(CCC)C(C)C(=O)NCC1(c2ccccc2)CCCC1 (stereo not given)
    i | -1.7
116: OC(Cn1cnnc1)c1ccccc1 (stereo not given)
    i | -0.01
117: Clc1cccc(OCc2nnc(-c3ccccc3Br)o2)c1
    i | 0.31
118: CCCOc1ccc(NC(=O)CCC(=O)NC(C)c2ccccc2)cc1 (stereo not given)
    i | 0.14
119: CC1CCN(C(=O)C2CCN(CC(C)c3ccccc3)CC2)CC1 (stereo not given)
    i | -0.44
